SENP1 inh: blocks the human SENP1 SUMO protease catalytic domain; Q9P0U3; recombinant SENP1 catalytic domain, CyPet-SUMO1-YPet FRET cleavage; inhibition, % at 10 µM; hit rate 0.21% among 360,000; AID 624204;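 active = inhibition at least 30% at 10 µM, raw YFP signal under a set limit, fluorescence ratio 0.5 to 1.5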;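 also: 0% = enzyme with DMSO and 100% = no enzyme wells; some results filed as inactive read as strong as hits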
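system = hSENP1 catalytic domain, recombinant | reagent = SFCypet-SUMO1-SFYpet substrate at 25 nM | doses = one dose per compound, 10 µM, 0.5% DMSO | incubation = enzyme reaction for 50 min at room temperature, dark | measured by = FRET, CFP and YFP emission | controls = no-enzyme low, enzyme-DMSO high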
APOBEC3G inh: blocks human APOBEC3G single-stranded DNA deamination | Q9HC16 | inhibition, % at 20 µM | recombinant A3G, ssDNA deamination FAM/TAMRA fluorescence | hit rate 0.28% among 330,000 | AID 493012;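 active = inhibition of at least 40% at 20 µM, with no more than 30% in the related APOBEC3A deaminase screen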;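 also: plate controls were DMSO wells with A3G for no effect and wells lacking A3G enzyme for full effect; some compounds called inactive have numbers as strong as hits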
Target sequence (Q9HC16 whole entry, looked up): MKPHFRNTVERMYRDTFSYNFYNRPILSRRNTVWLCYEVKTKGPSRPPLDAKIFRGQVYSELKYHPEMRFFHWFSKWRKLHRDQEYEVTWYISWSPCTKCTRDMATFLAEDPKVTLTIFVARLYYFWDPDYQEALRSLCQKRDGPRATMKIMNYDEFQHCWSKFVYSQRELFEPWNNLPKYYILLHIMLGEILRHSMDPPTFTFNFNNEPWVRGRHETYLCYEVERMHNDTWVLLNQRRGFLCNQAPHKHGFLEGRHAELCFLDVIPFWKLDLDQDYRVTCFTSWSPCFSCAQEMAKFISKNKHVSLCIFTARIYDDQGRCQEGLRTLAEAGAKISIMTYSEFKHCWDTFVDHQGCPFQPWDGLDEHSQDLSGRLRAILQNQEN
UBC13 inh: blocks human UBC13 polyubiquitin chain formation; P61088; TR-FRET; inhibition, % at 20 µM; hit rate 0.47% among 330,000; AID 485273; in the data active = inhibition above about 45%, passing the limit was not always enough; inconclusive = no clear call, values can overlap the other calls
SENP8 block-1: inhibitors of human SENP8 protease; Q96LD8; purified SENP8, Z-RLRGG-aminoluciferin cleavage, luminescence; inhibition, % at 10 µM; hit rate 1.2% among 330,000; AID 2540; in the data active = inhibition above about 50%
Target sequence (Q96LD8 whole entry, looked up): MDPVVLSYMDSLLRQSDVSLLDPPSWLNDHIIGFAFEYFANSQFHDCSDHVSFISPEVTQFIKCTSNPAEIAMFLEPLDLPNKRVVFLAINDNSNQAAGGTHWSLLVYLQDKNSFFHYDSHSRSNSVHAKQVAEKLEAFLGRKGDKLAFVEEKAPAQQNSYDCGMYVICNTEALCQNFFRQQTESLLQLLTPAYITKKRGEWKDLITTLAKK
SENP6 block: blocks the human protease SENP6. Q9GZR1. Recombinant SENP6 catalytic domain, aminoluciferin luminescence. inhibition, % at 10 µM. hit rate 1.8% among 330,000. AID 2599;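 active = inhibition above about 50% at the single tested dose, limit read from the data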;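 also: plate controls were DMSO wells with enzyme for no effect and DMSO wells lacking enzyme for full effect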
SENP8 block-2: blocks human SENP8 cleavage of Nedd8 substrate. Q96LD8. AID 602440. recombinant SENP8, Nedd8 substrate fluorescence. inhibition, % at 20 µM. hit rate 0.64% among 360,000; in the data active = inhibition mostly above about 40%, no sharp cut-off; inactive = mostly below about 27%
Apaf-1 inh: blocks human Apaf-1 apoptosome activity; AID 489030; reconstituted apoptosome caspase-3 activity, DEVD-Rh110 fluorescence; inhibition, % at 20 µM; hit rate 0.71% among 330,000; active = inhibition of at least 40% at 20 µM;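 also: plate controls were DMSO wells for no effect and DEVD-CHO caspase inhibitor wells for full effect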
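Material: reconstituted apoptosome with Apaf-1, cytochrome c, caspase-9, procaspase-3, dATP; medium: pH 7.5 Hepes buffer with CHAPS, BSA, DTT; also added: cytochrome c and DEVD-Rh110 substrate; timing: 30 min plus 50 min, RT; signal: Rh110 fluorescence intensity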
SENP7 inh: blocks the human protease SENP7; Q9BQF6; recombinant SENP7, Z-RLRGG-aminoluciferin luminescence, 40 min; inhibition, % at 5 µM; hit rate 1.5% among 330,000;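 active = inhibition above about 50% at the single test dose, limit read from the data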;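 also: plate controls were DMSO with enzyme for no effect and no enzyme buffer wells for full effect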
Target sequence (Q9BQF6 706-1050 limits assumed): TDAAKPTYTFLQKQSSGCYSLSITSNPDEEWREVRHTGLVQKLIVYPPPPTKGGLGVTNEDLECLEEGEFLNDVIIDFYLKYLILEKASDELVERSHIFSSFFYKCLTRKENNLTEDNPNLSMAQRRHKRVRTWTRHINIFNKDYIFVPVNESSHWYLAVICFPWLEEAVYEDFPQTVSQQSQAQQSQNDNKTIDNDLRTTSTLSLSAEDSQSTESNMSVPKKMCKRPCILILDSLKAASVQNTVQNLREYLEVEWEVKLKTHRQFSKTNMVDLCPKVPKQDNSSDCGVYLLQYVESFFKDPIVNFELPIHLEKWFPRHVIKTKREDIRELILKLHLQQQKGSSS
* = called active by the depositor; ? = inconclusive.

Screens by letter – A = SENP1 inh; B = APOBEC3G inh; C = UBC13 inh; D = SENP8 block-1; E = SENP6 block; F = SENP8 block-2; G = Apaf-1 inh; H = SENP7 inh
O=C(O)c1ccccc1-n1cnnn1
  A: 3	B: -2	C: 0	D: -4	E: -10	F: 20	G: 3	H: 2

CCOC(=O)C1CCN(Cc2ccc(F)cc2F)CC1
  A: -1	B: -7	C: -10	D: -9	E: -26	F: 10	G: -18	H: -7

CCN1/C(=C/c2ccc3cc(C)ccc3[n+]2CC)Sc2ccc3sccc3c21
  A: 58*	B: 40	C: ?	D: 26	E: -75	F: 34	G: 62*	H: 5

CCc1nn(C(C)C(=O)Nc2cccc(C)c2C)c(=O)c2cc3occc3n12 (stereo not drawn)
  A: 2	B: 1	C: -7	D: -6	E: -15	F: -8	G: 4	H: -1

Cc1ccc(C(=O)n2nc(C#N)c(C#N)c2N)cc1
  A: -1	B: -7	C: -3	D: 3	E: -4	F: 2	G: -14	H: -5

C=CCC1(CC=C)CCCN1C(=O)CC1C(=O)NCCN1Cc1cccc(OC)c1OC (stereo not drawn)
  A: -1	B: -6	C: -10	D: -7	E: -5	F: 0	G: -6	H: -8

O=C(/C=C/c1ccc(Cl)cc1)N(Cc1ccccc1)C1CCS(=O)(=O)C1 (stereo not drawn)
  A: 2	B: -2	C: -14	D: -14	E: 10	F: 4	G: 21	H: -8

Brc1ccc(CN2C3=NCCCN3c3ccccc32)cc1
  A: -1	B: -11	C: -7	D: -3	E: 3	F: 15	G: -2	H: -11

O=C(Nc1nnc(SCc2ccc(F)cc2)s1)C1CC(=O)N(Cc2ccccc2)C1 (stereo not drawn)
  A: 2	B: -7	C: -4	D: -2	E: 9	F: 2	G: 1	H: 5

CCOc1ccc(CNC(=O)C2CCN(S(=O)(=O)c3ccc4c(c3)CCCC(=O)N4)CC2)cc1
  A: 1	B: 6	C: -8	D: -4	E: 5	F: 1	G: 13	H: 11

O=C1C2C3C=CC(C3)C2C(=O)N1c1cccc2cccnc12 (stereo not drawn)
  A: -2	B: -4	C: 3	D: -2	E: -2	F: 14	G: -16	H: -1

O=C(C1=C[C@H](c2coc3ccccc3c2=O)C[C@H](OCc2ccc(CO)cc2)O1)N1CCOCC1
  A: 1	B: -6	C: 4	D: -6	E: -14	F: 11	G: -9	H: 6

Cc1ccc(F)c(N=Cc2c(O)c3ccccc3oc2=O)c1
  A: 2	B: -1	C: -5	D: -8	E: 6	F: -117	G: -2	H: -17

COc1ccc(N2C(=O)CC(N3CCN(c4ccc(Cl)cc4)CC3)C2=O)cc1 (stereo not drawn)
  A: 3	B: -11	C: -4	D: 0	E: 3	F: 23	G: -2	H: -5

O=C1CCCN2N=C(SCC(=O)Nc3cccc(C(F)(F)F)c3)SC2=N1
  A: 0	B: -5	C: 6	D: -1	E: -8	F: 1	G: -3	H: -5

Cn1c(CO)nc2cc(N)ccc21
  A: 1	B: -1	C: 3	D: -4	E: -24	F: 0	G: -6	H: 1

COc1cccc(-c2nnn(CC(=O)N3CCCCC3)n2)c1
  A: 0	B: 1	C: -8	D: -4	E: 13	F: 5	G: -6	H: -5

O=C(C1CC1)N1N=C(C2CCCCC2)CC1(O)C(F)(F)F (stereo not drawn)
  A: 0	B: -4	C: -6	D: -3	E: 7	F: 2	G: 7	H: -13

CC1Cc2cc(/C=C3/SC(=S)NC3=O)ccc2O1 (stereo not drawn)
  A: -14	B: -2	C: -18	D: 67*	E: 74*	F: 22	G: -13	H: 2

Nc1[nH]nc2nc(N3CCOCC3)nc(-c3ccccc3)c12
  A: -2	B: -2	C: -9	D: -3	E: -1	F: 15	G: 4	H: -11

CCC(C)(C)NC(=O)CN(C(=O)CCC(=O)Nc1nccs1)c1ccccc1C
  A: 0	B: -10	C: -2	D: 1	E: -8	F: 22	G: -12	H: 1

OCC1(CCc2ccccc2)CCN(Cc2cnc(N3CCCC3)s2)CC1
  A: -5	B: -3	C: 10	D: -2	E: -10	F: -12	G: 4	H: -1

COc1ccc(N(CC(=O)Nc2cccc(F)c2)S(=O)(=O)c2c(C)[nH]c(=O)[nH]c2=O)cc1
  A: -1	B: 8	C: -7	D: -1	E: 1	F: -10	G: 7	H: 4

CCN1CCN(C(c2cc(OC)c(OC)c(OC)c2)c2nnnn2C(C)C)CC1 (stereo not drawn)
  A: 3	B: -6	C: -10	D: 9	E: -12	F: 16	G: 3	H: -4

O=C(Nc1cccnc1)c1ccc(COc2cc(Cl)ccc2Cl)o1
  A: -1	B: -6	C: -7	D: 0	E: 0	F: 1	G: 21	H: -2

Cc1ccc(S(=O)(=O)N2CCCCC2)cc1C(=O)OC(C)C(=O)NC1CCCCC1C (stereo not drawn)
  A: 0	B: 7	C: 1	D: -4	E: -16	F: 8	G: 14	H: -7

CCCc1nc2scc(-c3ccccc3)c2c(=O)n1N
  A: 0	B: -3	C: -2	D: 1	E: 5	F: 7	G: 0	H: 0

CN1CCC(=NNC(=O)CN(c2ccc(Oc3ccccc3)cc2)S(C)(=O)=O)CC1
  A: 2	B: 1	C: 5	D: 1	E: -4	F: 8	G: 5	H: 2

O=c1c(Cc2ccccc2)c(O)ccn1CCc1cnc[nH]1
  A: 1	B: -3	C: 12	D: 6	E: -6	F: 3	G: -11	H: 0

Cc1cc(C)c(C)c(S(=O)(=O)N2CCN(C(=O)CCc3nc4ccccc4c(=O)[nH]3)CC2)c1C
  A: -1	B: -2	C: -2	D: -15	E: 12	F: 9	G: 22	H: -7

4 compounds picked at random from the list so far, as already listed:
Screens by letter – A = SENP1 inh; B = APOBEC3G inh; C = UBC13 inh; D = SENP8 block-1; E = SENP6 block; F = SENP8 block-2; G = Apaf-1 inh; H = SENP7 inh
CCN1/C(=C/c2ccc3cc(C)ccc3[n+]2CC)Sc2ccc3sccc3c21
  A: 58*	B: 40	C: ?	D: 26	E: -75	F: 34	G: 62*	H: 5

O=C1CCCN2N=C(SCC(=O)Nc3cccc(C(F)(F)F)c3)SC2=N1
  A: 0	B: -5	C: 6	D: -1	E: -8	F: 1	G: -3	H: -5

CCc1nn(C(C)C(=O)Nc2cccc(C)c2C)c(=O)c2cc3occc3n12 (stereo not drawn)
  A: 2	B: 1	C: -7	D: -6	E: -15	F: -8	G: 4	H: -1

C=CCC1(CC=C)CCCN1C(=O)CC1C(=O)NCCN1Cc1cccc(OC)c1OC (stereo not drawn)
  A: -1	B: -6	C: -10	D: -7	E: -5	F: 0	G: -6	H: -8

Next part:
Screens by letter – A = SENP1 inh; B = APOBEC3G inh; C = UBC13 inh; D = SENP8 block-1; E = SENP6 block; F = SENP8 block-2; G = Apaf-1 inh; H = SENP7 inh
O=C(Cn1cncn1)N/N=C/c1cccnc1
  A: 1	B: -2	C: -7	D: -1	E: -26	F: 30	G: -1	H: -2

Cc1ccc2nc(-c3ccccc3)cc(C(=O)N3CCN(S(=O)(=O)c4c(C)noc4C)CC3)c2c1
  A: -2	B: 1	C: 4	D: -19	E: -25	F: -130	G: 33	H: -8

CCc1ccc(NC(=O)C2CC(=O)Nc3ncnn32)cc1 (stereo not drawn)
  A: 2	B: -7	C: 15	D: 0	E: -5	F: 28	G: 27	H: 0

O=C(NC(NC(=S)Nc1ccc(Cl)cc1Cl)C(Cl)(Cl)Cl)c1cccc([N+](=O)[O-])c1 (stereo not drawn)
  A: 1	B: -1	C: -19	D: -13	E: 9	F: 8	G: 17	H: -8

O=C1N/C(=C\c2ccccc2)C(O)=C1C=NCc1ccccc1
  A: 1	B: -3	C: 6	D: -8	E: -4	F: -34	G: 1	H: 4

CCSc1nnc(NC(=O)[C@@H](NC(=O)c2cc(OC)cc(OC)c2)C(C)C)s1
  A: 4	B: 2	C: -8	D: 0	E: -7	F: 3	G: 10	H: 7

CCOC(=O)CN1C(=O)SC(CC(=O)Nc2nccs2)C1=O (stereo not drawn)
  A: -3	B: -1	C: 3	D: 0	E: -4	F: 35	G: -1	H: 1

Cc1cc(NC(=O)CSc2nc3c(c(=O)n2-c2ccccc2)SC(C)C3)no1 (stereo not drawn)
  A: 3	B: 1	C: 1	D: -10	E: -12	F: 0	G: 4	H: 4

COc1ccc(-n2ncc3c(SCC(=O)N4CCN(c5ccccc5OC)CC4)ncnc32)cc1
  A: -4	B: -4	C: 22	D: 69*	E: 32	F: 11	G: 20	H: 12

Cc1cc(C)c(C#N)c(Nc2ccccc2Cl)n1
  A: -1	B: -5	C: 8	D: -10	E: -12	F: -223	G: 5	H: -7

COc1cccc(C2C(C(=O)c3cccs3)=C(O)C(=O)N2CCN2CCOCC2)c1 (stereo not drawn)
  A: 1	B: -5	C: -5	D: 4	E: -8	F: 11	G: -4	H: 2

O=C(Nc1cc(Br)ccc1O)c1cc(-c2ccccc2)on1
  A: 1	B: 6	C: -19	D: -3	E: 8	F: 21	G: 0	H: 2

COC(=O)c1cc(-c2cccc([N+](=O)[O-])c2)c2c(=O)n(C)c(=O)n(C)c2n1
  A: 1	B: -2	C: 1	D: 7	E: -20	F: -14	G: 2	H: 6

O=C(c1ccccc1)c1c[nH]c(C(=O)NCc2cccnc2)c1
  A: 0	B: -1	C: -2	D: -13	E: -17	F: 19	G: 1	H: -13

Nc1ncnc(SCc2c(F)cccc2Cl)n1
  A: -1	B: -3	C: 10	D: -11	E: -4	F: 7	G: 3	H: -16

CNC(=O)c1cc(S(=O)(=O)Nc2ccc3c(c2)OCCO3)ccc1C
  A: 1	B: -4	C: 3	D: 0	E: 6	F: 16	G: -1	H: 1

Cc1nnc(NC(=O)CSc2nnc(Cc3cccn3C)n2CCc2ccccc2)s1
  A: -2	B: -8	C: -1	D: -8	E: -18	F: -11	G: -1	H: -1

Cc1[nH]nc(N)c1-c1ccccc1
  A: 1	B: -6	C: 15	D: -3	E: -13	F: 5	G: -5	H: 4

Cc1ccc(CN2CCN(Cc3cn[nH]c3-c3ccccc3)CC2CCO)o1 (stereo not drawn)
  A: -7	B: -4	C: -12	D: -14	E: -12	F: 3	G: -2	H: 3

O=C(CSc1cccc2cccc(Cl)c12)NC1=NCCS1
  A: 1	B: -7	C: -5	D: -8	E: 9	F: -6	G: 11	H: -9

O=S(=O)(/N=C(/NS(=O)(=O)c1ccccc1)c1ccccc1)c1ccccc1
  A: 2	B: 3	C: -6	D: 3	E: 13	F: 15	G: 7	H: 4

O=C(Cn1cnc2ccccc2c1=O)N1CCOCC1
  A: 2	B: -3	C: -4	D: -9	E: -16	F: 17	G: 0	H: -7

CC(C)n1c(CN2CCN(C)CC2)nc2c1c(=O)n(C)c(=O)n2C
  A: 1	B: -3	C: 5	D: -7	E: -12	F: 11	G: 6	H: 4

O=C(CCNC(=O)c1ccc([N+](=O)[O-])cc1)Nc1ccc(N2CCOCC2)cc1N1CCOCC1
  A: 0	B: 15	C: -3	D: -6	E: 5	F: 12	G: -4	H: 8

O=C(CSc1nnc(-c2ccccc2)o1)N1CCOCC1
  A: 1	B: 0	C: -1	D: -5	E: -4	F: 26	G: -1	H: 12

COc1cc(C(=O)NCCCNc2nc3cc(C)c(C)cc3cc2C#N)cc(OC)c1OC
  A: -91	B: -7	C: 8	D: -11	E: 3	F: -433	G: 11	H: 2

O=C(Nc1cccnc1)C1CCN(S(=O)(=O)c2cccc3nonc23)CC1
  A: 3	B: -2	C: -11	D: 3	E: -5	F: 11	G: -18	H: -1

Oc1cccc(/C=N/N(Cc2ccccc2)c2ccccc2)c1
  A: -1	B: -4	C: -6	D: 6	E: -33	F: 13	G: -17	H: 18

CCc1ccc(CNCc2cccnc2)cc1
  A: -3	B: 1	C: 2	D: 0	E: -13	F: 5	G: -7	H: 0

O=C(N=C1N=C2C=CC(Br)=CN2Cc2ccccc21)c1ccc([N+](=O)[O-])cc1[N+](=O)[O-]
  A: -1	B: -5	C: -10	D: 56*	E: 78*	F: 13	G: -14	H: 67*

O=C(N/N=C/c1cccs1)c1cnccn1
  A: 1	B: -5	C: -13	D: -4	E: 5	F: 24	G: -2	H: 7

Screening results: PubChem BioAssay, Sanford-Burnham Center for Chemical Genomics
